mut p53 react: mutant p53 pathway re-activators, primary screen, cell-based, SW480, luciferase, single point, HTS. 28,000 tested, 1.5% active. activation, % at 9.98 µM. SW480 PUMA-promoter luciferase, p53 mutant reactivation; in the data active = activation above about 52%
STK33 kin inh: STK33 kinase inhibitors, primary screen, biochemical, luminescence, ADP-Glo, MBP substrate. Serine/threonine-protein kinase 33 (Homo sapiens), Q9BYT3. inhibition, % at 12.5 µM. 27,000 tested, 0.44% active. AID 2322, 2010; in the data active = inhibition above about 20%
Target sequence (Q9BYT3 whole entry, looked up): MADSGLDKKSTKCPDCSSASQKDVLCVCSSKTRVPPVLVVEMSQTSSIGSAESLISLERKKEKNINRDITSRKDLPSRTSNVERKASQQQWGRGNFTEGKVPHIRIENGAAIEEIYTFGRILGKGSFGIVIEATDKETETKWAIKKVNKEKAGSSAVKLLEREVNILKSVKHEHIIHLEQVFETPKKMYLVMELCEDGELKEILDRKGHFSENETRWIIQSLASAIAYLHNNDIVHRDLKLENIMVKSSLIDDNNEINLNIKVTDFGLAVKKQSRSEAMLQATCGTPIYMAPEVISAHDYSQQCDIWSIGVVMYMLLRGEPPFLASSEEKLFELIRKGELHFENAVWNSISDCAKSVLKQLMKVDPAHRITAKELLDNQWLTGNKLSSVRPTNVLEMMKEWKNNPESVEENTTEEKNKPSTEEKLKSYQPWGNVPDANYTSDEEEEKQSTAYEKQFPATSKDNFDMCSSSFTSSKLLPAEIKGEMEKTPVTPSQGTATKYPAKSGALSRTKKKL
Active calls of the source: *; x = no result given. Only part of the results is shown; count on the stated rates, not on these rows.

SMILES	mut p53 react	STK33 kin inh
Cc1ccc(S(=O)(=O)N(C)C[C@H]2Oc3ccc(NC(=O)Nc4cccc5ccccc45)cc3C(=O)N([C@@H](C)CO)C[C@@H]2C)cc1	x	2
CCn1nc(C)c(NC(=S)NCc2ccco2)c1C	-9	0
Cc1noc(C)c1NC(=O)Nc1cccc2c1O[C@@H](CN(C)Cc1ccncc1)[C@@H](C)CN([C@H](C)CO)C2=O	6	x
O=C(NCc1cccnc1)C1CC(=O)N(c2ccc(Cl)cc2)C1 (centres undefined)	-6	-2
O=C(O)C1C2C=CC(C2)C1C(=O)Nc1cccc([N+](=O)[O-])c1 (centres undefined)	8	-2
CC(C)NC(=O)Nc1cccc2c1O[C@H](CN(C)C(=O)NC1CCCCC1)[C@H](C)CN([C@@H](C)CO)C2=O	-10	x
C[C@H](CO)N1C[C@H](C)[C@H](CN(C)Cc2ccncc2)Oc2ccc(NC(=O)Nc3ccccc3)cc2C1=O	-41	0
COc1ccc(NC(=O)Nc2ccc3c(c2)C(=O)N([C@@H](C)CO)C[C@H](C)[C@@H](CN(C)Cc2ccccc2)O3)cc1	x	-3
C[C@H]1CN([C@@H](C)CO)C(=O)c2cccc(N(C)C)c2O[C@H]1CN(C)C	7	x
CC(C)NC(=O)N(C)C[C@@H]1OCCCC[C@H](C)Oc2ccc(NC(=O)Nc3ccc(C(F)(F)F)cc3)cc2C(=O)N([C@H](C)CO)C[C@@H]1C	-57	x
COc1ccc(CN(C)C[C@@H]2Oc3ccc(NS(=O)(=O)c4ccc(OC)cc4)cc3CC(=O)N([C@@H](C)CO)C[C@H]2C)cc1	-3	x
Cc1ccc(CN(C)C[C@H]2OCc3cn(nn3)CCCC(=O)N([C@@H](C)CO)C[C@@H]2C)cc1	x	-2
Cc1ccc(N(C(C)C(N)=O)S(C)(=O)=O)cc1C (centres undefined)	4	4
Cc1c(N(C)CS(=O)(=O)O)c(=O)n(-c2ccccc2)n1C	4	-8
CCc1cc(C(=O)OC)c(NC(=O)CC2Nc3cccc4cccc(c34)NC2=O)s1 (centres undefined)	-19	10
COc1ccc(S(=O)(=O)Nc2cccc3c2O[C@@H](CN(C)Cc2ccccc2)[C@H](C)CN([C@@H](C)CO)C3=O)cc1	11	x
CNC[C@@H]1OCCCC[C@@H](C)Oc2ccc(NC(=O)C3CCCCC3)cc2C(=O)N([C@@H](C)CO)C[C@H]1C	4	x
COc1ccc(NC(=O)Nc2ccc3c(c2)C(=O)N([C@H](C)CO)C[C@H](C)[C@H](CN(C)S(=O)(=O)c2cn(C)cn2)OCCCC[C@@H](C)O3)cc1	7	1
C[C@@H]1CCCCO[C@@H](CN(C)C(=O)c2ccncc2)[C@H](C)CN([C@H](C)CO)C(=O)c2cc(N(C)C)ccc2O1	4	x
Cc1ccc(S(=O)(=O)Nc2ccc3c(c2)C(=O)N([C@H](C)CO)C[C@@H](C)[C@H](CN(C)Cc2ccc(-c4ccccc4)cc2)O3)cc1	x	-2

7 compounds drawn at random from those above:
SMILES	mut p53 react	STK33 kin inh
C[C@@H]1CCCCO[C@@H](CN(C)C(=O)c2ccncc2)[C@H](C)CN([C@H](C)CO)C(=O)c2cc(N(C)C)ccc2O1	4	x
C[C@H]1CN([C@@H](C)CO)C(=O)c2cccc(N(C)C)c2O[C@H]1CN(C)C	7	x
Cc1ccc(N(C(C)C(N)=O)S(C)(=O)=O)cc1C (centres undefined)	4	4
COc1ccc(NC(=O)Nc2ccc3c(c2)C(=O)N([C@@H](C)CO)C[C@H](C)[C@@H](CN(C)Cc2ccccc2)O3)cc1	x	-3
COc1ccc(CN(C)C[C@@H]2Oc3ccc(NS(=O)(=O)c4ccc(OC)cc4)cc3CC(=O)N([C@@H](C)CO)C[C@H]2C)cc1	-3	x
O=C(NCc1cccnc1)C1CC(=O)N(c2ccc(Cl)cc2)C1 (centres undefined)	-6	-2
CCc1cc(C(=O)OC)c(NC(=O)CC2Nc3cccc4cccc(c34)NC2=O)s1 (centres undefined)	-19	10

(more compounds)
SMILES	mut p53 react	STK33 kin inh
COC(=O)CSc1nnc(-c2cc(OC)c(OC)c(OC)c2)n1C	3	-1
Cc1ccc(S(=O)(=O)N2CCCC2C(=O)NCc2ccco2)cc1 (centres undefined)	15	-2
C[C@@H]1CN([C@@H](C)CO)C(=O)c2cc(-c3ccc(C#N)cc3)cnc2O[C@H]1CN(C)C(=O)c1cccnc1	8	x
CN1CCN(CCc2ccc(Cl)c(Cl)c2)CC1	25	x
C[C@@H]1CN([C@@H](C)CO)C(=O)c2cc(N(C)C)ccc2O[C@@H](C)CCCCO[C@@H]1CN(C)C(=O)CCCN(C)C	15	x
CCOC(=O)NCC(Cc1ccc(OCCc2nc(-c3ccccc3)oc2C)cc1)N/C(C)=C/C(=O)c1ccc(C(F)(F)F)cc1 (centres undefined)	-8	x
Cc1noc(C)c1NC(=O)N(C)C[C@H]1OCCCC[C@@H](C)Oc2ccc(N(C)C)cc2C(=O)N([C@H](C)CO)C[C@@H]1C	0	5
Cc1ccc(C(=O)Nc2ccccc2)c(C)n1	x	2
COc1ccc(CN(C)C[C@@H]2Oc3c(NC(=O)c4ccncc4)cccc3C(=O)N([C@H](C)CO)C[C@H]2C)cc1	2	x
C[C@@H]1CCCCO[C@H](CN(C)C(=O)NC2CCCCC2)[C@@H](C)CN([C@H](C)CO)C(=O)c2cc(NS(=O)(=O)c3ccc(F)cc3)ccc2O1	x	-1
C[C@H](CO)N1C[C@H](C)[C@H](CN(C)C(=O)Nc2cccc3ccccc23)Oc2c(NC(=O)Nc3cccc4ccccc34)cccc2C1=O	-16	x
C[C@@H]1CN([C@H](C)CO)C(=O)Cc2cc(NC(=O)CCN3CCOCC3)ccc2O[C@@H]1CN(C)C(=O)NC1CCCCC1	x	3
COc1ccc(C(Nc2ccccn2)c2cc(Cl)c3cccnc3c2O)cc1[N+](=O)[O-] (centres undefined)	-54	0
Cc1sc2ncn(CC(=O)Nc3ccc(F)cc3)c(=O)c2c1C	-12	0
COc1ccc(NC(=O)Nc2ccc3c(c2)C(=O)N([C@H](C)CO)C[C@H](C)[C@H](CN(C)C(=O)Nc2c(C)noc2C)OCCCC[C@@H](C)O3)cc1	x	-2
COc1ccc(S(=O)(=O)Nc2ccc3c(c2)C(=O)N([C@H](C)CO)C[C@H](C)[C@@H](CN(C)S(=O)(=O)c2cccs2)O3)cc1	14	x
C[C@@H]1CN([C@@H](C)CO)C(=O)c2cc(C#Cc3ccc(F)cc3)cnc2O[C@H]1CN(C)CC1CCOCC1	-6	x
CN1CCN(C(=O)CN(c2cccc(Cl)c2)S(=O)(=O)c2ccc(Cl)cc2)CC1	-4	-4
Cc1ccc(S(=O)(=O)N(C)C[C@@H]2Oc3ccc(NS(=O)(=O)c4ccc(Cl)cc4)cc3CC(=O)N([C@H](C)CO)C[C@@H]2C)cc1	x	1
C[C@@H]1CN([C@@H](C)CO)C(=O)Cc2cc(NS(=O)(=O)c3ccc(Cl)cc3)ccc2O[C@@H]1CN(C)Cc1ccc(C(=O)O)cc1	x	-7

In another format: two of the compounds above.
SMILES,mut p53 react,STK33 kin inh
CNC[C@@H]1OCCCC[C@@H](C)Oc2ccc(NC(=O)C3CCCCC3)cc2C(=O)N([C@@H](C)CO)C[C@H]1C,4,x
C[C@@H]1CN([C@H](C)CO)C(=O)Cc2cc(NC(=O)CCN3CCOCC3)ccc2O[C@@H]1CN(C)C(=O)NC1CCCCC1,x,3

(cont.)
SMILES	mut p53 react	STK33 kin inh
C[C@@H]1CCCCO[C@@H](CN(C)C(=O)CCC(F)(F)F)[C@H](C)CN([C@@H](C)CO)C(=O)c2cc(NS(=O)(=O)c3cccs3)ccc2O1	1	x
COC(=O)c1ccccc1NC(=O)c1nc2nc(C)cc(C(F)F)n2n1	-3	-6
C[C@H](CO)N1C[C@H](C)[C@H](CN(C)C(=O)CCC(F)(F)F)OCCCC[C@H](C)Oc2ccc(NS(=O)(=O)c3cccs3)cc2C1=O	-6	x
C[C@@H]1CN([C@@H](C)CO)S(=O)(=O)c2ccc(C#CCN(C)C)cc2O[C@H]1CN(C)S(C)(=O)=O	3	x
C[C@@H]1CN([C@@H](C)CO)C(=O)c2cc(-c3cccc(C(=O)N(C)C)c3)cnc2O[C@@H]1CN(C)C(=O)Cc1ccccn1	1	x
COc1ccc(-n2c(SCC(=O)c3ccccc3)nnc2-c2ccncc2)cc1	7	-4
CCN1C(=O)c2cccc3c(NC(=S)NC(=O)c4ccccc4)ccc1c23	x	11
COc1ccc(S(=O)(=O)N(C)C[C@@H]2Oc3ccc(NS(=O)(=O)c4ccc(Cl)cc4)cc3C(=O)N([C@@H](C)CO)C[C@@H]2C)cc1	9	x
C[C@@H]1CN([C@@H](C)CO)C(=O)c2cc(NC(=O)Nc3ccc(C(F)(F)F)cc3)ccc2O[C@H]1CN(C)Cc1ccc(C(F)(F)F)cc1	x	5
COc1ccc(S(=O)(=O)N(C)CC(=O)Nc2c(F)cccc2F)cc1	0	-7
C[C@H](CO)N1C[C@H](C)[C@H](CN(C)C(=O)Nc2ccc(C(F)(F)F)cc2)Oc2ccc(NC(=O)NC3CCCCC3)cc2CC1=O	-2	-8
Cc1cc([N+](=O)[O-])ccc1NC(=O)CSc1nnnn1-c1ccccc1	-9	5
C[C@@H]1CN([C@@H](C)CO)C(=O)c2cccc(NS(=O)(=O)c3ccc(F)cc3)c2O[C@H]1CN(C)C(=O)NC1CCCCC1	-8	x
COc1ccc(S(=O)(=O)N(C)CC(=O)NC2CCCCC2)cc1C	1	1
C[C@@H]1CCCCO[C@H](CN(C)Cc2ccncc2)[C@@H](C)CN([C@H](C)CO)C(=O)c2cc(NC(=O)CCC(F)(F)F)ccc2O1	x	-1
Cc1cccc(-c2nnc(SCC(=O)Nc3ccc(Br)cc3F)o2)c1	80*	-2
COc1cccc(OC)c1C(=O)Nc1ccc(C(=O)NCC2CCCO2)cc1 (centres undefined)	-23	-5
CSc1cc2c(cc1C(F)(F)F)N(C(=O)Nc1cccnc1)CC2	4	x
COc1cc(C2Oc3c(O)ccc([C@@H]4Oc5cc(O)cc(O)c5C(=O)[C@H]4O)c3C2CO)ccc1O (some centres undefined)	-1	5
Cc1cc(-c2ccccc2)nc(SCC(=O)Nc2ccc(I)cc2)n1	-17	-2
C[C@H](CO)N1C[C@H](C)[C@@H](CN(C)Cc2ccc(Cl)c(Cl)c2)Oc2ccc(NC(=O)Cc3ccccc3)cc2C1=O	x	0
COc1ccc(NC(=O)Nc2ccc3c(c2)C(=O)N([C@@H](C)CO)C[C@@H](C)[C@@H](CN(C)C(=O)Cc2ccccc2)OCCCC[C@@H](C)O3)cc1	-34	x
Nc1ncnc2c1ncn2CCNCCc1ccccc1	2	2
C[C@@H]1CCCCO[C@H](CN(C)S(=O)(=O)c2cccs2)[C@@H](C)CN([C@H](C)CO)C(=O)c2cc(NC(=O)CCC(F)(F)F)ccc2O1	x	-4
COc1ccc(CN(C)C[C@H]2Oc3ccc(NC(=O)Cn4cnnn4)cc3CC(=O)N([C@@H](C)CO)C[C@@H]2C)cc1	2	2
O=C(NCc1ccccn1)C1CCCN(S(=O)(=O)c2ccccc2)C1 (centres undefined)	14	-6
CC1OC(OC2C(O)C(CO)OC(O[C@H]3CC[C@@]4(C)C(CC[C@]5(C)C4CC=C4C6CC(C)(C)CC[C@]6(C(=O)OC6OCC(OC7OCC(O)C(O)C7O)C(O)C6O)CC[C@]45C)C3(C)C)C2O)C(O)C(OC2OCC(O)(CO)C2O)C1O (some centres undefined)	x	-1
C[C@H]1CCCCO[C@H](CN(C)C(=O)c2ccccc2)[C@@H](C)CN([C@@H](C)CO)C(=O)c2cc(NS(=O)(=O)c3ccccc3)ccc2O1	-11	x
O=C(Nc1ccccc1[N+](=O)[O-])C1Cc2ccccc2CN1S(=O)(=O)c1ccc(F)cc1 (centres undefined)	31	2
CCn1c(SCC(=O)Nc2ccc(Br)cc2Cl)nnc1-c1cccc([N+](=O)[O-])c1	16	5
COc1cc(Cc2nccc3cc(OC)c(OC)cc23)c(NC(=O)c2cccc(Br)c2)cc1OC	-3	2
O=C(O)Cn1c(C(=O)Nc2nc(-c3ccccc3Cl)cs2)cc2ccccc21	1	x
CNC[C@@H]1Oc2cc(-c3cccc(F)c3)ccc2S(=O)(=O)N([C@@H](C)CO)C[C@H]1C	1	x
Cc1cc(Nc2ccccc2NC(=O)c2ccc([N+](=O)[O-])cc2)n(-c2ccccc2)n1	-12	-3
Cc1ccc(-c2cc(C)nc(SCC(=O)Nc3ccc(F)cc3)n2)cc1	-7	-4
Cc1ccc(F)cc1N1C(=O)COCC1=O	-14	x
O=C(CSc1ncn[nH]1)NCc1ccccc1	2	1
CC(C)NC(=O)N(C)C[C@H]1Oc2ccc(NS(=O)(=O)c3ccc(F)cc3)cc2CC(=O)N([C@@H](C)CO)C[C@@H]1C	4	0
C[C@@H]1CN([C@H](C)CO)C(=O)c2cc(NC(=O)CCCN(C)C)ccc2O[C@@H](C)CCCCO[C@@H]1CN(C)Cc1ccc2c(c1)OCO2	-1	x
C[C@@H]1CN([C@H](C)CO)C(=O)c2cccc(NC(=O)c3nc4ccccc4s3)c2O[C@H]1CN(C)C(=O)Nc1ccccc1	1	x
C[C@H]1CN([C@@H](C)CO)C(=O)Cc2cc(NS(=O)(=O)c3ccccc3)ccc2O[C@H]1CN(C)C(=O)Nc1ccc2c(c1)OCO2	15	x
COc1ccc(NC(=O)N(C)C[C@@H]2Oc3ccc(NS(=O)(=O)c4cn(C)cn4)cc3C(=O)N([C@H](C)CO)C[C@H]2C)cc1	x	0
C/C=C(/C)C(=O)O[C@@H]1C[C@@H](OC(=O)/C(C)=C\C)[C@](C)(CO)C2C3C(=O)C[C@@H](C)C2[C@]31C	8	0
COc1ccc(CN(C)C[C@@H]2Oc3ccc(NC(=O)Nc4ccc(C(F)(F)F)cc4)cc3C(=O)N([C@@H](C)CO)C[C@H]2C)cc1	-27	x

Screening results (PubChem)
